aSyn yeast rescue = qHTS of alpha-syn Inhibitors: NCGC Sytravon Library Screen | S. cerevisiae alpha-synuclein toxicity rescue, BacTiter-Glo growth, 24 h | Potency, µM (series often up to 46.1 µM), for the others: at the top dose growth rescue (activation), usual class: activators | actives 0.02% (n = 94,000); active = well fitted activation curve with a large enough effect; inconclusive = small, poorly fitted or top-dose-only effect; note: 0% is about no effect
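Growth restoration measured by BacTiter-Glo luminescence after 24 hr at 30 deg C; alpha-synuclein yeast, raffinose-pregrown to mid-log, were added at OD600=0.02 in galactose medium onto pinned compounds.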
* = called active by the depositor; ? = inconclusive; & = joins results of further samples; [ ] = remark or other dose. Potency is the fitted concentration of half-maximal effect. The list is partial, so the mix of outcomes need not match the whole.

entry	molecule	aSyn yeast rescue
1	Cn1c(SCc2ccccc2[N+](=O)[O-])nnc1-c1cccnc1	-6%
2	Cc1cc(C)c(NC(=O)CNC(=O)Cc2sc(C)nc2-c2ccc(F)cc2)c(C)c1	4%
3	CC(=O)c1ccc(OC(=O)c2c(-c3ccccc3Cl)noc2C)cc1	-1%
4	C#CC(c1ccccc1)(c1ccccc1)n1ccnc1	2%
5	Cc1ncc(C(=O)O)c(C(=O)O)c1N	-7%
6	Cc1cccc(-c2ccc3[nH]c4c(c3c2)CCN2C[C@H]3[C@H](C)ON(C)[C@H]3C[C@@H]42)c1	-5%
7	O=C(NNc1nc2ccccc2s1)Nc1ccc(Cl)c(Cl)c1	2%
8	COc1ccccc1-c1nnc(SCC(=O)c2ccc(F)cc2)n1-c1ccccc1	?
9	COc1ccccc1/C(O)=C(\C#N)c1nc2ccccc2[nH]1	8%
10	CCN(CC)S(=O)(=O)c1ccc(NC(=O)c2ccc3c(=O)n4c(nc3c2)CCCCC4)cc1	7%
11	CCOC(=O)C1=C(COC(=O)/C=C/c2ccco2)NC(=O)NC1C (configuration not stated)	-4%
12	OCCNCc1ccc(OCc2ccc(Cl)cc2Cl)cc1	-52%[inhibitor]
13	COc1cccc(C(=O)N2CCN(C3CCN(Cc4ccccc4)CC3)CC2)c1OC	-2%
14	CCOC(=O)c1cc(-c2ccc(OC)cc2)n(CCC(=O)NCc2ccc(OC)cc2)c1C	-6%
15	CCCN(Cc1cccs1)C(=O)Nc1ccccc1C	-5%
16	Cc1cc(=O)[nH]c(N/N=C/C(C)c2ccccc2)n1 (configuration not stated)	13%
17	Cc1cc(S(=O)(=O)NC2CCCCC2)ccc1-n1cnnn1	12%
18	COc1ccc(CNC(=O)C2CCN(C(=O)c3cnn(-c4ccccc4)c3-n3cccc3)CC2)cc1	2%
19	COc1ccc(C(=O)N2c3nc(-c4ccco4)nn3C3(CCCCC3)[C@@H]3CCCC[C@@H]32)cc1OC	2%
20	CCOc1ccc2nc(N3CCN(C(=O)c4ccco4)CC3)sc2c1	9%

The final 3 entries of the section before come first, to join the parts.
entry	molecule	aSyn yeast rescue
18	COc1ccc(CNC(=O)C2CCN(C(=O)c3cnn(-c4ccccc4)c3-n3cccc3)CC2)cc1	2%
19	COc1ccc(C(=O)N2c3nc(-c4ccco4)nn3C3(CCCCC3)[C@@H]3CCCC[C@@H]32)cc1OC	2%
20	CCOc1ccc2nc(N3CCN(C(=O)c4ccco4)CC3)sc2c1	9%
21	CCOc1ccc(Br)cc1S(=O)(=O)Nc1ncn[nH]1	3%
22	Cc1ccc(S(=O)(=O)N(C)C)cc1NC(=O)C(C)OC(=O)/C=C/c1cccs1 (configuration not stated)	-6%
23	O=C(NC1C2CC3CC(C2)CC1C3)c1ccc(Br)o1 (configuration not stated)	-8%
24	Nc1c(Cl)cc(Cl)cc1C(=O)OCC(=O)N1CCCC1=O	-1%
25	CCOC(=O)Cc1cnc(NC(=O)CSc2nc(C)c(CC)c(=O)[nH]2)s1	-13%
26	CCN(CC)CC(O)Cn1c(-c2cccc(Cl)c2)nc2cc(C)c(C)cc21 (configuration not stated)	4%
27	COc1cc(C(=O)NCCCc2nc3ccccc3n2Cc2cc(C)ccc2C)cc(OC)c1OC	10%
28	c1ccc2c(C3OCC4(CCCC4)CO3)cccc2c1	-3%
29	CCc1cccc(C)c1NC(=O)CSc1nc(C)cc(C)c1C(=O)Nc1ccccc1	2%
30	CC1CCN(C(=O)CSc2nc(-c3ccc(F)cc3)cc(C(F)(F)F)n2)CC1	-1%
31	Cc1cccn2c(=O)c(C(=O)NCCc3ccccc3)c(O)nc12	-8%
32	Cc1ccc(C(=O)Nc2ncc(C)s2)s1	-5%
33	CCC(=O)N1CCc2cc(CNS(=O)(=O)c3c(C)cc(C)cc3C)ccc21	?
34	O=C(NCCNC(=O)c1cnccn1)c1cccc(Cl)c1	2%
35	O=C(Nc1ccccc1O)c1cccc(S(=O)(=O)N2CCOCC2)c1	0%
36	CC(C)(C)c1ccc(C(=O)NC(Cc2c[nH]c3ccccc23)C(=O)OCC(=O)c2ccc(Cl)cc2)cc1 (configuration not stated)	-4%
37	COc1nccc(C(F)(F)F)c1C(=O)Nc1ccc(Cl)cc1	-9%
38	Cc1cc(C)cc(NC(=O)CSc2nccn2C2CCCC2)c1	1%
39	N=c1c(C(=O)NC2CCCCC2)cc2c(=O)n3ccccc3nc2n1Cc1ccco1	1%
40	S=C(NCc1ccccn1)Nc1ccc(Br)cc1Cl	-34%[inhibitor]
41	CCc1ccc(S(=O)(=O)c2nnn(-c3cccc(C)c3)c2N)cc1	6%
42	O=C(Cn1nc(Cc2cccnc2)c2ccccc2c1=O)NCC1CCCO1 (configuration not stated)	-5%
43	CCc1ccc(NC(=O)CC(NCc2cccnc2)C(=O)O)cc1 (configuration not stated)	-2%
44	Cc1ccc(NC(=O)c2ccc(=O)n(Cc3ccccc3C)c2)c(C)c1	1%
45	Cn1c(C(=O)NCC2CCCO2)cc2c(=O)n(C)c3ccccc3c21 (configuration not stated)	8%
46	Nc1nc(C23CC4CC(CC(Cl)(C4)C2)C3)cs1	10%
47	O=C(COC(=O)CSc1ccc(F)cc1)NNC(=O)c1ccc([N+](=O)[O-])cc1	-4%
48	O=C(N/N=C\c1cc(Br)ccc1O)c1ccc(S(=O)(=O)N2CCCCC2)cc1	-2%
49	Cc1nc2ccccc2c(=O)n1NC(=O)Cc1ccc([N+](=O)[O-])cc1	0%
50	COc1ccc(NC(=O)CC2C(=O)N(c3cccc(OC)c3)C(=O)N2CCc2cccs2)cc1 (configuration not stated)	3%
51	Cc1ccc(S(=O)(=O)Nc2nccs2)cc1[N+](=O)[O-]	-44%[inhibitor]
52	O=C(Nc1sc2c(c1C(=O)NCc1ccco1)CCCC2)c1cc(=O)c2ccccc2o1	-1%
53	O=S(=O)(Cc1ccccc1)N(O)c1ccccc1	-1%
54	CC1CN(C(=O)Nc2ccc(C(=O)NCCc3ccc(Cl)cc3)cc2)c2ccccc2S1 (configuration not stated)	1%
55	CC(=O)Nc1cc(C(=O)NCc2ccccc2Cl)ccc1Sc1ccc(F)cc1	19%
56	Cn1cc(Br)c(C(=O)NC(=S)Nc2ccc(S(N)(=O)=O)cc2)n1	-3%
57	Cc1ccc(NC(=O)C(C)OC(=O)c2ccc(NC(=O)CC#N)cc2)cc1S(=O)(=O)N1CCOCC1 (configuration not stated)	1%
58	Cc1ccccc1CNc1nc(N(C)C)nc2c1cnn2C	4%
59	Cc1cc(C)n(-c2nc(SCC(=O)O)c3c4c(sc3n2)COC(C)(C)C4)n1	13%
60	CCN(CC)c1ccc(C2C(C(N)=O)=C(C)Nc3ncnn32)cc1 (configuration not stated)	0%
61	Cc1ccc(-c2nc(CCNC(=O)C(=O)Nc3ccc(F)cc3F)cs2)cc1	0%
62	Cc1ccc(S(=O)(=O)CCOC(=O)CNC(=O)OCc2ccccc2)cc1	10%
63	CC1=C(C(=O)Nc2ccc(C)cc2)C(c2ccc(Cl)cc2)n2nnnc2N1 (configuration not stated)	1%
64	Cc1c(C(=O)N2CCC3(CC2)CC(=O)c2ccccc2O3)cccc1[N+](=O)[O-]	15%
65	Cc1ccc(S(=O)(=O)NCCc2cn3ccsc3n2)cc1	7%
66	O=C1c2cc(S(=O)(=O)NCCO)ccc2-c2ccc(S(=O)(=O)NCCO)cc21	-4%
67	O=C(Nc1cccc(-c2ccc3nncn3n2)c1)c1ccco1	-1%
68	Cc1ccc(NC(=O)CSc2ncc(-c3ccccc3)[nH]2)cc1	6%
69	COc1ccc2cc3cc(C(=O)N4CCN(c5ccc(C(C)=O)cc5)CC4)sc3nc2c1Cl	2%
70	COc1ccc(-c2nnc(SCC(=O)c3ccc(O)cc3O)o2)cc1	-12%

Going on with the list.
entry	molecule	aSyn yeast rescue
71	Cc1nn(C(C)C(=O)NCc2ccco2)c(C)c1[N+](=O)[O-] (configuration not stated)	-5%
72	Cc1ccc(OCC(=O)Nc2nnc(S(=O)(=O)N3CCCCCC3)s2)cc1	-11%
73	CN(C)C(=O)CSc1nc(-c2ccccc2)c(-c2ccccc2)o1	7%
74	Cc1cccc2nc(-c3cccnc3)c(Nc3ccc(C(C)C)cc3)n12	4%
75	COc1ccc(CCNC(=O)c2nnc(Cc3ccc(Cl)cc3)o2)cc1OC	-3%
76	O=C(NCC(c1ccc2c(c1)OCO2)N1CCOCC1)C(=O)Nc1ccc(F)cc1F (configuration not stated)	-17%
77	Cc1ccc(N(C(=O)c2nsc(Cl)c2Cl)C(C(=O)NC2CCCC2)c2ccc(O)cc2)cc1C (configuration not stated)	-4%
78	CCN(c1cc(C)cc(C)c1)S(=O)(=O)c1nnc(NC(=O)c2cccc(F)c2)s1	3%
79	Cc1cccc(NS(=O)(=O)c2cccc(C(=O)NCCCN3CCOCC3)c2)c1	-2%
80	CCN(CC)S(=O)(=O)c1cc(C(=O)OCC(=O)Nc2cccc(S(=O)(=O)N(C)C)c2)ccc1F	7%
81	COCCn1c(SCC(=O)N2CCCC2=O)nc2sc(C)c(C)c2c1=O	-4%
82	CC(=O)Nc1ccc(S(=O)(=O)Nc2cccc(-c3ccc(N4CCCCCC4)nn3)c2)cc1	2%
83	Cn1cc(SCC(=O)N2CCN(c3ccccc3)CC2)c2ccccc21	0%
84	Cc1ccc(-n2nc(C)c3c(C(=O)Nc4ccc(C)cc4Cl)cc(C)nc32)cc1	-8%
85	CCOc1ccc(/C=C/C(=O)Nc2sc3c(c2C(=O)OC)CCCC3)cc1	-3%
86	O=C(O)C(C/C(=N/O)c1ccc(Br)cc1)P(=O)(c1ccccc1)c1ccccc1 (configuration not stated)	-6%
87	N#Cc1ccc(C(=O)Nc2ccccc2-c2nc3ccccc3s2)c(F)c1	-10%
88	Cc1nc2nc(SCC(=O)NC3CCCCC3)nn2c(C)c1Cc1ccccc1Cl	1%
89	COc1ccc2oc(=O)c(C(=O)NCCc3c(C)[nH]c4ccc(Br)cc34)cc2c1	18%
90	COc1ccc(Cl)cc1NC(=O)C(C)n1nnc2sc3c(c2c1=O)CCCC3 (configuration not stated)	-5%
91	O=C(NC(N1CCOCC1)C(Cl)(Cl)Cl)c1ccco1 (configuration not stated)	-46%[inhibitor]
92	CC(=O)c1ccc(NC(=O)c2ccc3c(c2)N(Cc2cccc(Cl)c2)C(=O)c2ccccc2S3=O)cc1 (configuration not stated)	3%
93	COCCNC(=O)c1cc(S(=O)(=O)N(C)c2ccccc2OC)ccc1C	-11%
94	COc1ccc(-c2cn3c(n2)sc2cc(C(=O)Nc4ccccc4F)ccc23)cc1	0%
95	CCSc1ccc(C(=O)Nc2ccc(-c3nc4ccc(C)cc4s3)cc2)cc1	-11%
96	COc1ccc(CNS(=O)(=O)c2cc(C(=O)Nc3cc(Cl)cc(Cl)c3)ccc2F)cc1	28%
97	Cc1ccccc1C(=O)Nc1cccc(OCc2cc(=O)n3c(C)csc3n2)c1	-9%
98	O=C(COc1ccc([N+](=O)[O-])cc1)NCC1(N2CCOCC2)CCCCC1	0%
99	O=C(CCn1c(=O)c2sccc2n(CC(=O)Nc2ccccc2)c1=O)NCc1ccccc1Cl	7%
100	Cc1ccc(CCNS(=O)(=O)c2ccc3c(c2)C(C)(C)C(=O)N3C)cc1	0%

Reprinted at random: 5 records from the list.
entry	molecule	aSyn yeast rescue
100	Cc1ccc(CCNS(=O)(=O)c2ccc3c(c2)C(C)(C)C(=O)N3C)cc1	0%
99	O=C(CCn1c(=O)c2sccc2n(CC(=O)Nc2ccccc2)c1=O)NCc1ccccc1Cl	7%
97	Cc1ccccc1C(=O)Nc1cccc(OCc2cc(=O)n3c(C)csc3n2)c1	-9%
94	COc1ccc(-c2cn3c(n2)sc2cc(C(=O)Nc4ccccc4F)ccc23)cc1	0%
96	COc1ccc(CNS(=O)(=O)c2cc(C(=O)Nc3cc(Cl)cc(Cl)c3)ccc2F)cc1	28%

More compounds.
entry	molecule	aSyn yeast rescue
101	CC1=C(c2ccc(C)cc2)S(=O)(=O)NC1=NCCCN1CCN(c2ccc(F)cc2)CC1	8%
102	CC(C)CCNC(=O)Nc1cc(C(=O)NCc2cccc(F)c2)ccc1N1CCCC1	0%
103	COc1ccc(-n2c(/C=C/c3cc(OC)c(OC)cc3OC)nc3cc4ccccc4cc3c2=O)cc1Cl	8%
104	O=C(CCC(=O)OCC(=O)c1ccc(Cl)cc1)Nc1ccc(Oc2ccccc2)cc1	-2%
105	CCOc1ccc(NC(=O)c2oc3ccccc3c2NC(=O)c2ccc(OC)cc2OC)cc1	3%
106	Cc1cc(C)c(C)c(S(=O)(=O)Nc2ccccc2C(=O)NCCCN2CCOCC2)c1C	-6%
107	O=C(c1ccccc1Cl)N1CCCC(c2nc3c(nnn3Cc3ccc(F)cc3F)c(=O)[nH]2)C1 (configuration not stated)	-6%
108	CCOc1ncccc1C(=O)NCCc1ccc(OC)cc1	-6%
109	Cc1ccc(OCCSc2nc(-c3ccccc3C)nc3cc(=O)[nH]n23)cc1Cl	0%
110	O=[N+]([O-])c1cccc(CON=Cc2cc(Cl)ccc2O)c1	3%
111	COc1ccc(CCN2C(=O)NC(NS(=O)(=O)c3ccc(NC(C)=O)cc3)(C(F)(F)F)C2=O)cc1OC (configuration not stated)	-3%
112	COc1ccccc1CNC(=O)c1ccc(-c2nc(CN3CCc4ccccc43)c(C)o2)cc1	-6%
113	CCOc1ccc(NC(=O)c2noc3c2CSc2ccccc2-3)cc1	-2%
114	O=C1c2oc3ccccc3c(=O)c2C(c2cccc(Br)c2)N1c1ccccn1 (configuration not stated)	8%
115	O=C(CCn1c(=O)[nH]c2ccsc2c1=O)N1CCN(c2ccc([N+](=O)[O-])cc2)CC1	-9%
116	Cc1ccccc1CS(=O)(=O)Cc1ccc(C(=O)NCc2ccc(F)cc2)o1	4%
117	Cc1oc2cc3oc(=O)c(CC(=O)N4CCCCC4)c(C)c3cc2c1C	?
118	Cc1cccc(-n2c3nc(=O)[nH]c(=O)c-3cc3ccc(Cl)cc32)c1C	3%
119	Cc1ccccc1NC(=O)C1CCN(S(=O)(=O)c2cccc3nonc23)CC1	4%&-3%
120	O=C(N=Nc1c(O)[nH]c2ccccc12)c1ccco1	-21%
